Screens (PubChem)
GPR35 antagonists = GPR35 antagonists blocking zaprinast-driven arrestin recruitment, primary screen, imaging, U2OS, beta-arrestin-GFP, zaprinast agonist (AID 2058); U2OS GPR35 beta-arrestin-GFP translocation imaging, zaprinast antagonism; higher % means a stronger effect; inhibition, % at 10 µM; hits with a dose series show IC50 in µM; 0.052% of 290,000 active;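 active = inhibition of at least 50% with at least 30 cells and total cytoplasm GFP at most 10,000,000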
SV40 large T antigen = SV40 large T antigen inhibitors, biochemical (AID 1903). SV40 large T antigen ATPase/helicase inhibition assay; higher % means a stronger effect. 0.39% of 310,000 active. one-dose inhibition, % at 20 µM; IC50 in µM for titrated hits; in the data active = a potency from the dose series; also: strong numbers were not always called active
Rac1 GTP hydrolysis = MgcRacGAP GTPase-activating activity inhibitors, confirmation, biochemical, ADP Hunter fluorescence; MgcRacGAP-stimulated Rac1 GTP hydrolysis, ADP Hunter fluorescence; higher % means a stronger effect; GST-tagged Rac1 F28L mutant substrate; inhibition, % at 30 µM, or IC50 in µM where a hit was titrated; 0.6% of 340,000 active; AID 624330;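 active = first-screen hits whose inhibition reached a set limit at any dose in the follow-up dose series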;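 also: fluorescence reports GDP produced by GAP-driven GTP hydrolysis; strong numbers were not always called active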
GPR55 antagonists = inhibition of LPI-stimulated GPR55 beta-arrestin translocation – imaging, U2OS, beta-arrestin-GFP, LPI agonist, primary screen (AID 2013). U2OS GPR55 beta-arrestin-GFP translocation imaging, LPI antagonism; higher % means a stronger effect. inhibition, % at 10 µM, or IC50 in µM where a hit was titrated. 0.13% of 290,000 active;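 active = spots per cell inhibited over 60%, with over 100 cells counted and total cytoplasm intensity under 500,000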;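 also: U2OS cells stably carrying GPR55 and arrestin-GFP stimulated by 5 µM LPI near EC80; imaged beta-arrestin-GFP aggregate spots per cell after agonist stimulation; plate controls were LPI-stimulated DMSO wells for no effect and DMSO wells without LPI for full effect; some results filed as inactive read as strong as hits; confirmed hits need IC50 under 10 µM and bright autofluorescent wells are also inconclusive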
Lipid droplet = modulators of hepatic lipid droplet formation; AML12 mouse hepatocytes, oleate lipid droplets, BODIPY imaging; inhibition, % at 6.5 µM; 0.4% of 240,000 active;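 active = lipid droplet intensity inhibited by at least 50%, with more than 500 cells counted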
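material = mouse AML12 hepatocyte cell line, fixed after treatment | also added = 100 µM oleic acid challenge | doses = compound at 6.5 µM only | schedule = overnight exposure | technique = Image-based BODIPY and DAPI two-channel analysis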
LYP phosphatase = PTPN22 lymphoid phosphatase activity blockers – biochemical, fluorescence intensity, uHTS (AID 1779). recombinant LYP phosphatase, fluorescence intensity; higher % means a stronger effect. one-dose inhibition, % at 11.5 µM; IC50 in µM for titrated hits. 0.054% of 290,000 active; in the data active = inhibition above about 50%;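 also: plate controls were vehicle with enzyme for no effect and no enzyme for full effect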
T cell HTS = T cell immune modulators affecting CD8 T cell-vesicle binding; 2C CD8+ T cell-vesicle binding, flow cytometry; hits give low values; calls only at 7 µM; 0.068% of 330,000 active; AID 2052;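 active = response, share of CD8 T cells binding vesicles, and their 90th percentile fluorescence all below set limits, cut at about 80% in these data, passing the limit was not always enough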
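Assay system – 2C mouse CD8+ T cells · Also added – QL9-loaded Drosophila micro-vesicles · Timing – Cell–vesicle co-incubation 1.5 h at 37 °C, staining 20 min on ice · Signal – flow cytometry of vesicle-bound cells · Measure – percent CD8+ FL2 mean versus row control · Controls – Peptide-free naked vesicles (low) and QL9 vesicles with 0.7% DMSO vehicle (high)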
GPR55 activation = selective activators of receptor GPR55 – imaging, U2OS cells, beta-arrestin-GFP redistribution, primary screen (AID 1961); U2OS GPR55 beta-arrestin-GFP redistribution imaging; higher % means a stronger effect; activation, % at 10 µM, or EC50 in µM where a hit was titrated; 0.048% of 290,000 active;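 active = activation above 40% with more than 50 cells counted in the well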;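 also: U2OS osteosarcoma cells stably expressing GPR55 and beta-arrestin-GFP; plate controls were DMSO negative control for no effect and LPI positive control for full effect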
NTR1 agonist = agonists of NTR1, primary screen, imaging, U2OS cells, beta-arrestin-GFP, high content (AID 493036); 0.17% of 330,000 active; activation, % at 20 µM; NTR1-U2OS beta-arrestin-GFP spot imaging, agonist mode; P30989;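 active = activation at or above 40% of the spot to cytoplasm intensity ratio, with at least 20 cells analyzed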;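 also: 0% = DMSO without peptide and 100% = 100 nM NTR1 peptide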
Target sequence (P30989 whole entry, looked up): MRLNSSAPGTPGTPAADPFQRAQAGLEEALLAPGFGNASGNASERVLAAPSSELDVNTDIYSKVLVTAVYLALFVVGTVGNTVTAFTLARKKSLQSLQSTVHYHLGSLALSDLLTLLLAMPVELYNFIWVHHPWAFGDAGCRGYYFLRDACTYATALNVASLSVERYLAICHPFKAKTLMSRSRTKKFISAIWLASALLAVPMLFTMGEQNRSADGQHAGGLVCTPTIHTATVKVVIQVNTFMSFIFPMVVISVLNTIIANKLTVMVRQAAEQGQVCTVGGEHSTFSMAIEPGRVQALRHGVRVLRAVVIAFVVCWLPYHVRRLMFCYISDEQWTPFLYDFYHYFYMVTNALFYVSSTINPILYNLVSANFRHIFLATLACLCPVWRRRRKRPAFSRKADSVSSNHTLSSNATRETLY
Lipid droplet cells 6.5 µM = also measured in Lipid droplet; calls as there; cell count; measured here: cell count, cytotoxicity flag;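 cells counted across two imaged fields per well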
T cell HTS vesicle-bound % = further read-out of T cell HTS, marked with its call; double positive events, %; measured here: CD8+ vesicle-bound cell fraction;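 binding gate set so that unloaded-vesicle control wells show 10% double positive cells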
NTR1 agonist cell count 20 µM = also measured in NTR1 agonist; calls as there; cell count; measured here: cell count, cytotoxicity flag
Active calls of the source: *; i = inactive; x = no result given. Hits appear at their usual frequency (roughly 1.8% active in at least one column).

No.	Compound	GPR55 antagonists	GPR55 activation	NTR1 agonist	Lipid droplet	LYP phosphatase	GPR35 antagonists	Lipid droplet cells 6.5 µM	T cell HTS vesicle-bound %	SV40 large T antigen	NTR1 agonist cell count 20 µM	T cell HTS	Rac1 GTP hydrolysis
1	CC[C@@H]1C=C(C)C[C@H](C)C[C@H](OC)[C@H]2O[C@@](O)(C(=O)C(=O)N3CCCC[C@H]3C(=O)O[C@H](/C(C)=C/[C@@H]3CC[C@@H](O)[C@H](OC)C3)[C@H](C)[C@@H](O)CC1=O)[C@H](C)C[C@@H]2OC	8%	-0.1%	x	21	9%	-21%	656	x	5%	x	x	x
2	C/C(CC(=O)Nc1ccc(Cl)c(C(F)(F)F)c1)=N\NC(N)=S	9%	0.0%	-2.3	-14	-4%	6%	653	50	33%	40	i	12%
3	CN(C(=O)COc1ccc([N+](=O)[O-])cc1)C1CCS(=O)(=O)C1 (stereo not given)	0%	0.3%	0.3	0	2%	-4%	709	44	8%	28	i	x
4	Cc1ccc(NCC(=O)N/N=C/c2cccn2C)cc1	-4%	1.0%	-0.2	-14	-4%	1%	773	53	10%	61	i	4%
5	CCC(CC)N1CCN(S(=O)(=O)c2ccc(OC)cc2)CC1	8%	-0.1%	0.3	10	-8%	4%	817	57	9%	58	i	4%
6	O=C(Nc1cccc([N+](=O)[O-])c1)C1CCN(C(=O)Cc2ccccc2)CC1	4%	-0.1%	0.9	14	-7%	-8%	851	10	12%	49	i	10%
7	CC(C)n1cc(-c2nc(C(=O)NN)cs2)c(=O)n(Cc2ccccc2)c1=O	-3%	0.6%	-0.1	-22	1%	-3%	702	41	9%	65	i	1%
8	C=CCn1c(SCC(=O)c2cc(C)n(C)c2C)nnc1-c1ccncc1	0%	-0.3%	1.5	-3	3%	-12%	671	34	2%	58	i	1%
9	Cc1sc2ncn(CC(=O)OCC(=O)NC(C)(C)C)c(=O)c2c1C	-6%	-0.2%	1.6	x	5%	-8%	x	36	20%	60	i	4%
10	Cc1cc(N2C(=O)CCC2=O)ccc1NC(=O)c1cccs1	3%	-0.1%	-4.3	7	-4%	-10%	815	34	9%	104	i	7%
11	CC(=O)Nc1nnc(SCC(=O)c2ccc(F)cc2)s1	14%	0.3%	2.2	-2	1%	3%	695	70	-2%	46	i	8%
12	CCCn1nnc(NC(=O)C(C)Oc2ccc(Cl)cc2Cl)n1 (stereo not given)	-2%	0.0%	-0.7	0	-4%	4%	736	30	3%	97	i	3%
13	COc1cc(C(=S)N2CCOCC2)ccc1OS(=O)(=O)c1ccccc1[N+](=O)[O-]	6%	0.3%	2.0	-24	-1%	-11%	583	49	13%	87	i	7%
14	COCCNC(=O)C(NC(=O)C1CCCCC1)C(C)C (stereo not given)	11%	-0.3%	-0.2	19	-4%	-8%	706	18	17%	48	i	9%
15	Cc1ccc(NC(=O)COC(=O)CNC(=O)c2ccc3ccccc3c2)c([N+](=O)[O-])c1	6%	-0.2%	-1.6	2	-5%	6%	602	22	8%	75	i	11%
16	O=C(O)c1ccc(NS(=O)(=O)c2cc(Cl)ccc2Cl)cc1	15%	-0.2%	-0.4	x	-8%	-4%	x	1	-2%	52	i	-10%
17	CC(=O)c1cccc(Oc2cc(NN3CCCCC3)c([N+](=O)[O-])cc2[N+](=O)[O-])c1	15%	0.8%	1.1	0	-9%	-7%	828	18	17%	62	i	9%
18	Clc1cc(Cl)cc(C2=NCCC(c3ccccc3)O2)c1 (stereo not given)	5%	0.8%	2.9	21	-2%	-8%	719	31	8%	91	i	x
19	CCOC(=O)N1CCN(C(=O)c2cn(C)c3ccc(S(=O)(=O)N(C)C4CCCCC4)cc3c2=O)CC1	3%	-0.2%	1.3	-4	1%	6%	663	24	28%	60	i	15%
20	COc1c(OC(C)=O)c(=O)n2c3ccccc3c3ccnc1c32	x	x	8.8	x	x	x	x	22	11%	93	i	17%
21	CCOC(=O)Cn1nc(C)n(-c2ccc(Cl)cc2)c1=O	10%	0.1%	1.4	7	-4%	5%	683	45	-2%	64	i	4%
22	O=C(NCCN1CCN(c2ccccc2)CC1)Nc1ccccc1Br	-8%	-0.2%	1.6	-7	-7%	2%	785	6	1%	55	i	9%
23	Cc1ccc(NC(=O)C2CCN(S(=O)(=O)c3ccc(Cl)c(C(F)(F)F)c3)CC2)nc1	x	x	-0.1	x	x	x	x	48	10%	49	i	0%
24	CCOc1cc(Br)ccc1S(=O)(=O)NCc1ccccc1	2%	0.3%	3.5	x	-6%	18%	x	45	-3%	52	i	-2%
25	COc1ccc(C(CC(=O)N2CCOCC2)c2c(O)cc(OC)cc2OC)cc1 (stereo not given)	4%	-0.1%	-2.1	8	-1%	-2%	708	46	6%	95	i	9%
26	CCOC(=O)C1=C(N)Oc2ccc3ccccc3c2C1c1cccc(O)c1 (stereo not given)	20%	0.0%	26	-2	-8%	-13%	869	51	7%	60	i	8%
27	Cc1cc(=O)[nH]c(SCCOc2ccc3c(c2)CCC3)n1	-6%	-0.1%	-0.4	0	4%	-2%	790	41	-6%	52	i	1%
28	COc1cccc(OC)c1/C=C/C(=O)NC1CCCCC1	-15%	-0.3%	0.1	-11	-8%	-17%	787	55	8%	63	i	9%
29	Oc1ccccc1C=NCCN=Cc1ccccc1O	8%	-0.1%	1.8	10	-8%	31%	785	14	13%	68	i	3%
30	Cc1cc(NC(=O)C(C)SCC(=O)Nc2cc(C(F)(F)F)ccc2N2CCCCC2)no1 (stereo not given)	x	x	11	x	x	x	x	46	16%	60	i	-2%
31	CSc1ccc(C2NC(=O)c3c(sc4c3CCN(C)C4)N2)cc1 (stereo not given)	3%	-0.1%	-3.9	x	-5%	22%	x	19	9%	49	i	3%
32	COCCCNC(=O)C1CC(=O)N(CCc2ccc(F)cc2)C1 (stereo not given)	10%	-0.1%	0.3	-2	-9%	3%	851	34	7%	59	i	13%
33	C/C(=N\NC(=O)c1ccccc1)C1C2C=CC(C2)C1(C)C (stereo not given)	1%	-0.1%	0.2	-12	-8%	3%	779	38	20%	75	i	-3%
34	O=C(Cn1nc(-c2ccc(Cl)cc2)ccc1=O)N1CCN(c2ccccc2)CC1	-2%	-0.1%	2.5	x	6%	11%	x	25	6%	41	i	2%
35	CC(=O)N(C)N(C)c1cc(C)nc(N)n1	0%	-0.2%	-0.9	-1	-7%	-8%	655	30	18%	54	i	12%
36	Cc1sc(NC(=O)CN2CCOCC2)c(C#N)c1C	-5%	0.2%	-0.4	-13	-8%	1%	663	1	5%	50	i	x
37	Nc1nc(SCC(=O)N2CCCC2)[nH]c(=O)c1NC(=O)c1ccco1	5%	1.0%	1.4	-2	-3%	-5%	664	16	10%	88	i	1%
38	CC1(C)NC(=O)N(CC(O)CN(c2cccc([N+](=O)[O-])c2)S(=O)(=O)c2ccccc2)C1=O (stereo not given)	6%	0.1%	0.8	0	-3%	5%	836	25	1%	43	i	8%
39	O=C(c1cccc(C(F)(F)F)c1)C1CCCN(Cc2cccn2-c2ncccn2)C1 (stereo not given)	4%	7.8%	1.1	-17	-8%	3%	667	58	3%	99	i	2%
40	CCC(C)N1C(=O)CCC1C(=O)O (stereo not given)	6%	-0.1%	-1.0	3	-5%	0%	803	10	-3%	48	i	-1%
41	Cc1nn(C(=O)N2CCCCC2)c(C)c1CN1C(=O)c2ccccc2C1=O	1%	0.2%	-0.1	-5	0%	12%	648	14	-2%	49	i	3%
42	Cc1cccc(NC(=O)CSc2nnnn2-c2ccc3c(c2)OCCO3)n1	-5%	-0.1%	1.5	-16	-4%	11%	713	58	x	85	i	-1%
43	O=C(OCC(=O)N1CCOCC1)c1ccc2[nH]c3c(c2c1)CCCC3	13%	0.3%	1.5	42	-5%	-3%	663	10	14%	66	i	13%
44	O=C(CC(=O)Nc1ccccc1C(F)(F)F)Nc1ccccc1C(F)(F)F	3%	0.0%	0.4	0	-7%	3%	809	52	9%	76	i	-7%
45	CCC(C)Nc1nnnc2c1sc1nc3c(cc12)COC(C)(C)C3 (stereo not given)	5%	-0.2%	0.5	6	1%	9%	696	44	-5%	56	i	6%
46	CCCCn1c(N)c(N(CC(C)C)C(=O)c2cccs2)c(=O)[nH]c1=O	x	x	-1.2	x	x	x	x	26	13%	70	i	1%
47	CC(=O)Nc1ccc(C(=O)N/N=C/c2ccccc2OC(=O)c2ccc(Cl)cc2)cc1	x	-0.1%	2.0	x	2%	0%	x	33	5%	36	i	11%
48	Cc1ccc(-c2noc(CN(C(=O)c3ccc4c(c3)OCO4)C(C)C)n2)cc1	3%	0.3%	-0.2	-7	4%	-6%	812	12	12%	57	i	-2%
49	COc1ccc(OC(C)C(=O)N(C)Cc2nc(-c3ccccc3)no2)cc1 (stereo not given)	-6%	-0.1%	-0.2	0	-6%	2%	805	22	5%	47	i	6%
50	COc1ccc(S(=O)(=O)N(C)c2ccc(C(N)=O)cc2)cc1	3%	-0.1%	-0.8	9	-8%	-9%	740	52	8%	63	i	2%

Following part:
No.	Compound	GPR55 antagonists	GPR55 activation	NTR1 agonist	Lipid droplet	LYP phosphatase	GPR35 antagonists	Lipid droplet cells 6.5 µM	T cell HTS vesicle-bound %	SV40 large T antigen	NTR1 agonist cell count 20 µM	T cell HTS	Rac1 GTP hydrolysis
51	Cc1cc(C(F)(F)F)n(-c2nc(C(=O)N/N=C/c3ccc(F)cc3)cs2)n1	-8%	0.0%	-1.2	x	-2%	5%	x	23	-3%	104	i	11%
52	O=C(O)CN1C(=O)/C(=C/c2cccc(Cl)c2)Oc2ccccc21	2%	0.0%	1.5	x	-10%	-8%	x	13	-3%	68	i	7%
53	O=C(NCCCN1CCCC1=O)c1cccc(S(=O)(=O)Nc2ccc(Br)cc2)c1	x	x	2.2	x	x	x	x	49	15%	62	i	6%
54	CSc1ccc(/C=C2\CCn3c2nc2cc(C(=O)O)ccc2c3=O)cc1	1%	-0.2%	2.4	-3	-3%	6%	795	48	-14%	76	i	18%
55	Cc1ccc(Cl)cc1N1CCN(C(=O)c2ccc(NS(=O)(=O)c3c(C)noc3C)cc2)CC1	-7%	0.0%	3.5	x	-4%	-6%	x	42	3%	73	i	7%
56	CCn1c(-c2csc(-c3ccccc3)n2)n[nH]c1=S	-6%	-0.2%	3.3	10	-9%	9%	752	29	7%	60	i	2%
